# BaF3 tox: parental Ba/F3 viability inhibition as JAK2V617F counter-screen; CellTiter-Glo ATP luminescence; inhibition, % at 5.6 µM; 220,000 compounds, 1.1% hits; AID 1486;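 active = inhibition above a per-campaign cutoff, the mean inhibition of all tested compounds plus 3 SD, cut at about 27% in these data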;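 note: 0% = DMSO wells and 100% = JAK Inhibitor I control wells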
# S1P4 antagonist: human S1P4 receptor antagonism; 220,000 compounds, 0.26% hits; O95977; S1P4-expressing cells, antagonist mode, reporter read-out; inhibition, % at 4.98 µM; in the data active = inhibition above about 29%;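 note: 0% = wells stimulated with agonist and 100% = vehicle wells without agonist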
# p47phox inh: p47phox (human) inhibition; AID 1274; P14598; inhibition, % at 24.7 µM; p47phox/p22phox peptide binding, fluorescence polarization, 2 h; 220,000 compounds, 0.53% hits;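 active = inhibition above about 30%, limit read from the data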;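 note: 0% = p47phox with labelled peptide and 100% = labelled peptide alone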
# Target sequence (P14598 whole entry, looked up): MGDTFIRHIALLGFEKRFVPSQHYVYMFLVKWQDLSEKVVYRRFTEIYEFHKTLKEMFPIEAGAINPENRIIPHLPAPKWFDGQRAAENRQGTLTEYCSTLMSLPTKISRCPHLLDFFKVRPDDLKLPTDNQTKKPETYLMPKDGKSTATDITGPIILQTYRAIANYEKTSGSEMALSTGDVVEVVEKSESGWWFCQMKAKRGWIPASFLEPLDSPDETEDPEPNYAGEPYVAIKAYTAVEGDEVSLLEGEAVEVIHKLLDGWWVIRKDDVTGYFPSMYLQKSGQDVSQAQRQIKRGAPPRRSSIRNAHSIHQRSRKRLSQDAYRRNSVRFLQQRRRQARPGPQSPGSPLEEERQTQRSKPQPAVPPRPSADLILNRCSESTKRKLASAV
# NPY2 pot ag: human NPY-Y2 potentiation or agonism, primary screen. P49146. cells expressing NPY-Y2, potentiator/agonist read-out. activation, % at 3.6 µM. 220,000 compounds, 0.45% hits. AID 1359; in the data active = activation above about 27%;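 note: cells stimulated with NPY near EC25 plus isoproterenol at EC100; 0% = vehicle plus submaximal agonist and 100% = vehicle plus saturating agonist; some results beyond the cut were filed as inactive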
# Target sequence (P49146 whole entry, looked up): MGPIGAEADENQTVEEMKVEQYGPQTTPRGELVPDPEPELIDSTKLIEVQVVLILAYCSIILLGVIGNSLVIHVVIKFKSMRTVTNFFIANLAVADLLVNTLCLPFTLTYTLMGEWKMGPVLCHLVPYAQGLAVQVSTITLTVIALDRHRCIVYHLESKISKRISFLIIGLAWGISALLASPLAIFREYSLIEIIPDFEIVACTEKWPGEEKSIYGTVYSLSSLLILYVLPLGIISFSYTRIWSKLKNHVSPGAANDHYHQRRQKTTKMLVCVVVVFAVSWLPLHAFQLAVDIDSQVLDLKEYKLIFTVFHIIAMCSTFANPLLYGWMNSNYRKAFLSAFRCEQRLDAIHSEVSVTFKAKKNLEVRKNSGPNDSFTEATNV
# Ba/F3 V617F tox: reduce viability of Ba/F3 cells dependent on JAK2V617F. Ba/F3 EpoR-JAK2V617F viability, ATP luminescence. inhibition, % at 5.6 µM. 220,000 compounds, 1.1% hits. AID 1446;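 active = inhibition above the campaign mean plus 3 SD over all tested compounds, cut at about 24% in these data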;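 note: cytokine-independent growth of Ba/F3 cells driven by EpoR plus mutant JAK2; 0% = DMSO-treated cells and 100% = JAK inhibitor I control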
# CHOP inh: CHOP inhibition in unfolded protein response | AID 2732 | 220,000 compounds, 3.8% hits | CHO-K1 CHOP-promoter luciferase, tunicamycin-induced, 15-18 h | inhibition, % at 10 µM;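 active = compounds that reduced the stress-induced luciferase reporter signal by more than about 70% of percent inhibition, limit read from the data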;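 note: 0% = tunicamycin plus vehicle and 100% = wells without tunicamycin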
# NPY-Y1 antag: antagonists of human neuropeptide Y receptor Y1; P25929; HEK293-CNG Y1 cells, membrane potential fluorescence; NPY at EC95, then isoproterenol; inhibition, % at 3.6 µM; 200,000 compounds, 1% hits; AID 1040;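 active = inhibition above the campaign mean inhibition of all tested compounds plus 3 SD, cut at about 20% in these data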;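 note: 0% = DMSO wells given NPY plus isoproterenol and 100% = isoproterenol alone without NPY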
#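 System: HEK293 cells with Y1 receptor plus CNG channel / Probe or stimulus: NPY 25 nM then isoproterenol 1 µM plus Ro 20-1724 25 µM / Compound: one concentration, 3.6 µM, in 0.4% DMSO / Schedule: compound incubation 1 h at room temperature, readout 45 min post-stimulation / Measured by: membrane potential fluorescence / Read-out: % inhibition of NPY effect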
# S1P4 ag: activates the human S1P4 receptor; O95977; S1P4-expressing cell line, agonist reporter assay; activation, % at 4.98 µM; 220,000 compounds, 0.35% hits; AID 1509; in the data active = activation above about 11%;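 note: 0% = DMSO vehicle and 100% = reference agonist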
# NPY-Y1 PAM-ag: human NPY-Y1 potentiation or agonism, primary screen | P25929 | NPY-Y1 expressing cells, potentiator/agonist activation | activation, % at 3.6 µM | 220,000 compounds, 0.37% hits | AID 1304; in the data active = activation above about 33%, passing the limit was not always enough;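 note: cells stimulated with NPY at EC10 then isoproterenol at EC100; 0% = low agonist plus stimulus and 100% = saturating agonist plus stimulus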
# * = called active by the depositor; · = no result given.
(1) Cc1ccnc(NS(=O)(=O)c2ccc(NC(=O)c3ccc(S(=O)(=O)N4CCOCC4)cc3)cc2)n1
(2) COCCNC(=S)NNC(=O)c1ccc(-n2cnnn2)cc1
(3) C=CCN=C1SC(CC)C(=O)N1S(=O)(=O)c1ccc(C)cc1 (stereo not given)
(4) CCOC(=O)c1nnn(CC(=O)Nc2cccc(F)c2)c1C(=O)OCC
(5) Oc1ccc2ccccc2c1N=Nc1ccccc1F
(6) S=C1SCN(CCN2CCOCC2)CN1Cc1ccccc1
(7) COc1ccccc1CNC(=O)c1cccc(-c2ccc(C)c3ccccc23)n1
(8) CC(O)C(=O)NCCOCCOCCNC(=O)C(C)O (stereo not given)
Compound,1,2,3,4,5,6,7,8
BaF3 tox,4,5,-2,10,1,5,8,2
S1P4 antagonist,-24,-14,-8,-5,1,4,6,16
p47phox inh,-9,0,-2,-16,4,-4,4,-13
NPY2 pot ag,12,-8,-3,-9,7,8,5,-3
Ba/F3 V617F tox,-4,5,-6,1,0,0,6,2
CHOP inh,-27,33,1,30,-2,-82,46,-15
NPY-Y1 antag,-1,4,3,-5,·,-2,2,5
S1P4 ag,1.1,-0.1,0.8,-0.6,0.8,0.5,1.1,1.8
NPY-Y1 PAM-ag,2,-2,-7,-11,23,-10,-13,1

# Exported field by field: part of the list above
1: Cc1ccnc(NS(=O)(=O)c2ccc(NC(=O)c3ccc(S(=O)(=O)N4CCOCC4)cc3)cc2)n1
  BaF3 tox: 4 | S1P4 antagonist: -24 | p47phox inh: -9 | NPY2 pot ag: 12 | Ba/F3 V617F tox: -4 | CHOP inh: -27 | NPY-Y1 antag: -1 | S1P4 ag: 1.1 | NPY-Y1 PAM-ag: 2
5: Oc1ccc2ccccc2c1N=Nc1ccccc1F
  BaF3 tox: 1 | S1P4 antagonist: 1 | p47phox inh: 4 | NPY2 pot ag: 7 | Ba/F3 V617F tox: 0 | CHOP inh: -2 | NPY-Y1 antag: · | S1P4 ag: 0.8 | NPY-Y1 PAM-ag: 23
8: CC(O)C(=O)NCCOCCOCCNC(=O)C(C)O (stereo not given)
  BaF3 tox: 2 | S1P4 antagonist: 16 | p47phox inh: -13 | NPY2 pot ag: -3 | Ba/F3 V617F tox: 2 | CHOP inh: -15 | NPY-Y1 antag: 5 | S1P4 ag: 1.8 | NPY-Y1 PAM-ag: 1

# Further results follow.
(9) COCCCn1[nH]c2c3c(ccc2c1=O)C(=O)c1ccccc1C3=O
(10) COc1ccc(OCC(=O)N2CCN(C(=O)Cc3ccccc3)CC2)cc1
(11) Cc1ccc([N+](=O)[O-])c2cccnc12
(12) COC(=O)C1=NN(c2cccc(C)c2)C2C(=O)N(c3ccccc3OC)C(=O)C12 (stereo not given)
(13) Cc1cc2cc3c(cc2nc1SCC(=O)N1CCN(C(=O)c2ccco2)CC1)OCO3
(14) Cc1ccc(C(=O)c2ccccc2C(=O)OCC(=O)NCCc2ccc(Cl)cc2Cl)cc1
(15) CCNC(=S)Nc1cc(OCC)c(NC(=O)c2cccs2)cc1OCC
(16) CCCNC(=O)CS(=O)Cc1nc(-c2ccc(OC)cc2)oc1C (stereo not given)
Compound,9,10,11,12,13,14,15,16
BaF3 tox,4,-1,2,5,4,3,5,6
S1P4 antagonist,-13,0,-1,-6,-4,-22,-19,-8
p47phox inh,-7,8,-15,3,·,-19,-14,-10
NPY2 pot ag,-2,3,14,6,13,4,15,-1
Ba/F3 V617F tox,-1,-2,-3,0,-1,1,1,-3
CHOP inh,24,0,37,1,·,52,37,-1
NPY-Y1 antag,3,-1,0,1,-1,3,2,-2
S1P4 ag,0.2,1.3,-0.3,1.1,0.2,0.1,0.0,2.5
NPY-Y1 PAM-ag,3,12,25,2,21,-6,4,4

(17) c1ccc2c(c1)CCN(c1ncnc3nc[nH]c13)C2
(18) Cc1c(NCc2nc3ccccc3[nH]2)c(=O)n(-c2ccccc2)n1C
(19) O=C1/C(=C/c2ccc(O)cc2)SC(=S)N1CC1CCCO1 (stereo not given)
(20) O=C1CS/C(=N\NC(=O)c2ccccc2)N1
(21) COc1ccc(CCn2c(-c3ccncc3)n[nH]c2=S)cc1OC
(22) CC(C)NC(=O)C1(c2ccccc2)CC1(Cl)Cl (stereo not given)
(23) Cc1nc2cc(Cl)ccc2n1CCO
(24) CC1=C(n2nnc3ccccc32)C(c2ccccc2)C(C#N)=C(N)O1 (stereo not given)
Compound,17,18,19,20,21,22,23,24
BaF3 tox,2,8,-2,0,2,-1,-1,2
S1P4 antagonist,-11,4,30*,-6,7,-8,-24,5
p47phox inh,-1,-3,-131,3,-1,-7,2,-16
NPY2 pot ag,2,-2,2,5,0,9,-5,5
Ba/F3 V617F tox,0,2,2,1,-1,-1,-4,-1
CHOP inh,20,-9,19,-5,-12,4,-15,-11
NPY-Y1 antag,-3,-5,·,·,0,1,-8,1
S1P4 ag,0.3,-0.2,1.9,-0.3,1.0,2.6,2.5,1.1
NPY-Y1 PAM-ag,8,-31,8,10,-7,4,-21,0

(25) CN(C(=O)CSc1nnc2ccccn12)C1CCS(=O)(=O)C1 (stereo not given)
(26) CN(C)c1nc(N(C)C)n(C(=O)c2ccc(F)cc2)n1
(27) O=C(Cn1cnc2ccccc2c1=O)NCC(=O)N1CCN(Cc2ccc3c(c2)OCO3)CC1
(28) COCc1cc(=O)n2[nH]c(-c3cccs3)cc2n1
(29) Cc1nc(S(=O)(=O)N(C)c2ccccc2)c(C#N)c(C)c1Cl
(30) C=CCC1(NC(C)c2ccccc2)CCCCC1 (stereo not given)
(31) COc1ccc(NC(=O)c2cccc(F)c2)cc1Cl
(32) N#CC1=C(N)NC(SCc2ccc(Cl)cc2)=C(C#N)C12CCCCC2
Compound,25,26,27,28,29,30,31,32
BaF3 tox,8,4,4,-6,-2,2,7,2
S1P4 antagonist,-9,0,-10,3,8,7,4,3
p47phox inh,-5,-5,4,-14,-5,-4,-1,-15
NPY2 pot ag,0,-10,4,6,6,1,-4,16
Ba/F3 V617F tox,0,4,2,-4,-2,-4,-2,0
CHOP inh,-22,-16,16,-22,29,15,-20,61
NPY-Y1 antag,-2,8,-4,·,-7,0,-1,-9
S1P4 ag,-4.1,2.6,1.2,1.5,-1.7,0.9,1.0,-1.3
NPY-Y1 PAM-ag,-31,-20,8,6,6,16,-23,29

(33) Cn1cc(/C=N/NC(=O)c2cc3cc(Br)ccc3o2)c2ccccc21
(34) CCOC(=O)c1ccc(NC(=O)/C=C/c2cccs2)cc1
(35) COc1ccc(NC(=O)CSc2nc3c(c(=O)[nH]2)CCC3)cc1OC
(36) O=C(CNS(=O)(=O)c1cccc(Cl)c1)Nc1ccc(-c2nc3ccccc3s2)cc1
(37) CCCCc1nnc(NC(=O)CSc2nc(O)c(-c3ccccc3)c(=O)[nH]2)s1
(38) Cc1ccc(NC(=O)CO/N=C/c2ccccc2C)c(C)c1
(39) C/C(=N/OC(=O)c1ccc(C)cc1)c1cccs1
(40) COc1ccc(CC(=O)OCC(=O)c2ccc(OC)cc2)cc1
Compound,33,34,35,36,37,38,39,40
BaF3 tox,-2,10,1,-1,6,7,4,5
S1P4 antagonist,-2,-4,14,-9,8,5,2,2
p47phox inh,-21,-6,7,-57,-20,-13,-4,-2
NPY2 pot ag,-1,-7,5,-1,0,-21,0,-4
Ba/F3 V617F tox,1,8,2,-2,2,2,2,0
CHOP inh,-12,-12,5,51,38,22,36,0
NPY-Y1 antag,·,7,-3,-7,1,0,3,1
S1P4 ag,2.9,-1.1,-1.0,1.1,0.0,-1.4,2.3,0.2
NPY-Y1 PAM-ag,-7,-15,10,29,-12,-15,4,-32

(41) COc1ccc(OC)c(NC(=O)CSc2nnc(Cn3nnc4ccccc43)n2C)c1
(42) O=C(Nc1cccnc1)/C(N=Nc1c(Cl)cccc1Cl)=C(\O)c1ccccc1
(43) Cc1ccc(O)c(-c2cc3ccccc3[nH]2)c1
(44) C/C(N)=C(/C#N)C(=O)COC(=O)c1cc2c(s1)CCCC2
(45) Cc1ccc(-c2cc(C(=O)NCc3ccc4c(c3)OCO4)[nH]n2)c(O)c1C
(46) Cc1cc(C)cc(N2Cc3ccccc3C2)c1
(47) CC(C)C(=O)NNc1nc2ccccc2s1
(48) Cn1c2c(c(=O)n(C)c1=O)C(c1ccccc1Cl)CC(=O)N2 (stereo not given)
Compound,41,42,43,44,45,46,47,48
BaF3 tox,3,5,6,7,1,12,3,7
S1P4 antagonist,8,-13,-7,-8,3,-15,-14,-18
p47phox inh,-2,8,-28,-2,-12,-17,-4,1
NPY2 pot ag,-9,11,26,0,-16,-9,-14,16
Ba/F3 V617F tox,-2,5,1,-1,-3,2,-2,-3
CHOP inh,-12,12,-12,6,54,9,16,27
NPY-Y1 antag,4,4,-11,-6,12,1,-2,-5
S1P4 ag,-4.0,-0.1,0.1,-0.3,-1.2,1.4,-0.8,2.5
NPY-Y1 PAM-ag,2,-17,47*,21,-24,-5,11,0

(49) COc1cccc(N/C(SCc2ccccc2F)=C(/C#N)C(=O)NCc2cccs2)c1
(50) COc1ccccc1N1CCN(CC(=O)Nc2cccc(F)c2)CC1
(51) CCn1c(Cc2ccccc2)nnc1SCC(=O)Nc1ccc2c(c1)OCCO2
(52) COc1ccc(S(=O)(=O)N(C)c2c(C)n(C)n(-c3ccccc3)c2=O)cc1OC
(53) O=C(COC(=O)c1ccco1)NCc1ccccc1Cl
(54) CN1C(=O)CSc2ccc(NC(=O)N3CCC(N4CCCCC4)CC3)cc21
(55) O=C(C1CCCN(S(=O)(=O)c2cccc3nsnc23)C1)N1CCc2ccccc21 (stereo not given)
(56) COc1ccc(-c2cc(-c3ccccc3)c(C#N)c(=S)[nH]2)cc1
Compound,49,50,51,52,53,54,55,56
BaF3 tox,9,2,3,4,0,-1,7,1
S1P4 antagonist,-7,-3,-18,24,-12,11,-9,-22
p47phox inh,-3,-7,-6,-9,2,-21,-1,-22
NPY2 pot ag,4,-7,-8,-2,0,12,7,5
Ba/F3 V617F tox,2,4,-3,0,1,-2,-2,-1
CHOP inh,28,4,-27,21,8,18,-8,6
NPY-Y1 antag,-1,1,4,-3,-1,-1,-3,0
S1P4 ag,-1.8,-1.0,3.3,-0.6,1.3,-0.5,-0.8,-0.1
NPY-Y1 PAM-ag,-11,1,-7,-4,-17,-4,19,2

(57) CN1CCCN(S(=O)(=O)c2ccc3c(c2)OCCO3)CC1
(58) CN1CCN(C(=O)c2cnn3c(C(F)F)cc(C4CC4)nc23)CC1
(59) Brc1ccc(C2=Nc3ccccc3C(c3ccncc3)=NN2)cc1
(60) CCNC(=S)N(Cc1ccc2c(c1)OCO2)C1CC(=O)N(c2ccc(OC)cc2)C1=O (stereo not given)
(61) CN(C)CCCNc1ncnc2sc(-c3ccccc3)cc12
(62) Cc1ccc(N2C(=O)[C@@H]3C(c4cccnc4)=NO[C@@H]3C2=O)cc1
Compound,57,58,59,60,61,62
BaF3 tox,1,3,-5,-2,-2,2
S1P4 antagonist,-22,-4,-1,9,-10,-13
p47phox inh,-4,-9,-17,-11,-10,-1
NPY2 pot ag,0,-4,8,-8,-17,-4
Ba/F3 V617F tox,-2,-2,-1,0,3,-4
CHOP inh,11,3,48,55,-4,5
NPY-Y1 antag,-2,2,-2,-5,·,·
S1P4 ag,-0.2,1.6,0.2,-1.9,-0.9,-1.7
NPY-Y1 PAM-ag,-12,-21,-5,12,6,6

# Screening results: PubChem, several laboratories
